aSyn rescue: rescues yeast growth from alpha-synuclein toxicity | Yeast expressing alpha-synuclein, growth rescue, BacTiter-Glo, 24 h | Potency, µM (doses to about 46.1 µM), for the others: at the top dose growth rescue (activation), usual class: activators | actives 0.14% (n = 370,000); further: potency means the concentration at half of the fitted maximal effect; % of control where 0% means no effect; nearly all actives have a fitted effect of over 65% in size
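Screening used galactose-induced yeast with toxic alpha-synuclein levels, exposed to compound for 24 hr at 30 deg C. Cell growth, read with BacTiter-Glo luminescence, gave the measured signal.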
FUS yeast rescue: rescues growth of FUS-expressing yeast. AID 1347120. actives 0.24% (n = 390,000). S. cerevisiae FUS-expressing, growth rescue, OD600, 24 h. Potency, µM (series often up to 76.6 µM), inactives show top-dose growth rescue (activation), hits mostly activators;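 further: potency means the concentration at half of the fitted maximal effect; plate controls were DMSO vehicle for no effect and reference control for full effect; nearly all actives have a fitted effect of over 55% in size; some results filed as inactive show a strong effect at the top dose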
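Yeast FUS proteinopathy model; galactose-induced FUS (2%), starting OD 0.005. Cpds in dilution series, 24hr, 30C, 99% humidity. Abs 600 nm growth. Pos ctrl CP55940 (top 92uM final); neg ctrl DMSO.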
GLP1R cytotox: cytotoxicity counter-screen for GLP-1 receptor inverse agonists | HEK293 cAMP-luciferase reporter cells, luminescence, 24 h | Potency, µM (series often up to 38.3 µM), without a hit: at the highest dose activity change, negative = inhibition, usual class: inhibitors | actives 0.13% (n = 410,000);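 further: loss of luciferase light is scored as toxicity; potency means the concentration at half of the fitted maximal effect; on the % scale 0 is the no-effect control and ±100 the full control effect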
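Seeding density was 200 cells/uL; after overnight-length (12 h) culture, 23 nL compounds went on for 24 h at 37 °C. Readout used a luciferase detection reagent, luminescence taken after 12 min at room temperature.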
Akt phos inh: blocks phosphorylation of Akt; Neuro2A IGF-stimulated pAkt S473 HTRF, 20 min; stronger effect = lower value; activity change, % for hits at 50 µM; actives 0.32% (n = 360,000); AID 651550; in the data active means activity change below about -80%; inconclusive means mostly about -51% to -80%; further: on the % scale 0 is the no-effect control and ±100 the full control effect
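Neuro2A cells (4,500/well, DMEM with 0.5% FBS) were treated with compound at a single 50 µM final concentration, stimulated with 6 nM IGF for 20 min at 37 °C, and lysed. Phospho-Akt Ser473 was read by HTRF as 665/615 ratio ×10^4.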
Abeta rescue: A-beta toxicity reversal in yeast; yeast expressing A-beta42, growth rescue, OD600, 48 h; response scale: 0% DMSO, 100% iron-clioquinol control; Potency, µM (titrated, usually from 46.1 µM), for the others: at the top dose growth rescue, most hits filed as activators; actives 0.063% (n = 410,000); further: potency means the concentration at half of the fitted maximal effect; nearly all actives have a fitted effect of over 55% in size
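Growth rescue measured by 600 nm absorbance after 48 h yeast culture at 30 C with compound. Values normalized between DMSO and an equimolar ferric chloride plus clioquinol control.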
PTHR1 ag: activates the human parathyroid hormone receptor PTHR1 | Potency, µM (doses to about 115 µM), for inactives: top-dose activation, usual class: activators | HEK293 GP2 PTHR1 cells, GloSensor cAMP luminescence, 1 h | actives 0.075% (n = 410,000) | AID 743266 | Q03431; further: potency means the concentration at half of the fitted maximal effect; nearly all actives have a fitted effect of over 55% in size; some results filed as inactive show a strong effect at the top dose; inactives centre near -15; many of its hits are not listed in these tables
Target sequence (Q03431 whole entry, looked up): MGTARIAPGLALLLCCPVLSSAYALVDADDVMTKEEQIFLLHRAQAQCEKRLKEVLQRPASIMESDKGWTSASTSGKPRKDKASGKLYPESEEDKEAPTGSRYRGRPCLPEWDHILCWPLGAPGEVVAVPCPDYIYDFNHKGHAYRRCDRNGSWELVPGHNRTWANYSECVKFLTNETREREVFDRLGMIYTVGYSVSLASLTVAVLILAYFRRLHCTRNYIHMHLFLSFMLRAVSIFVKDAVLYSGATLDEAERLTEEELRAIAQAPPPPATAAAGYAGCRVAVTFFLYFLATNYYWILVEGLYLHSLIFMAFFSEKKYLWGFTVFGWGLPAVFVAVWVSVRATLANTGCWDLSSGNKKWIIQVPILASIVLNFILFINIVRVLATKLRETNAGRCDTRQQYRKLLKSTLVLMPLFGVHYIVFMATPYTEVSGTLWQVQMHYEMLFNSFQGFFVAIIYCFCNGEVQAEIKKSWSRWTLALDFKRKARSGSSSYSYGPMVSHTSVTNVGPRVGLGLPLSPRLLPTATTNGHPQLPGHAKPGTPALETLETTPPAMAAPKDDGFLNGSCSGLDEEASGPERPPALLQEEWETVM
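HEK-293-derived GP2 cells expressing PTHR1 and a GloSensor cAMP reporter, 3,000/well, plated overnight, given luciferin plus IBMX (each 0.5 mM as added) for 1 h at 37 °C, then compound for 1 h at 37 °C. Luminescence was read after 15 min at room temperature.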
Mm-Cpn inhibitor: blocks the Methanococcus maripaludis chaperonin Mm-Cpn | AID 504842 | actives 0.031% (n = 330,000) | Potency, µM (titrated, usually from 76.9 µM), for the others: at the top dose activity, negative = inhibition, actives largely listed as inhibitors | purified Mm-Cpn ATPase, ADP Transcreener TR-FRET; further: potency means the concentration at half of the fitted maximal effect; on the % scale 0 is the no-effect control and ±100 the full control effect; nearly all actives have a fitted effect of over 80% in size
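25 nM Mm-CPN + cpd, 10 min 37°C; + 10 uM ATP, 30 min 37°C; buffer 30 mM Tris pH 7.4, 100 mM KCl, 5 mM MgCl2, 1 mM DTT; Transcreener ADP HTRF detection 30 min RT.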
GLP-1R inv ag: acts as inverse agonist at human GLP-1 receptor; P43220; HEK293 GLP-1R CRE-luciferase, luminescence, 24 h; GLP-1R form is constitutively active; Potency, µM (doses to about 38.3 µM), without a hit: top-dose activity change, negative = inhibition, most hits filed as inhibitors; actives 1.6% (n = 410,000); AID 624417; further: potency means the concentration at half of the fitted maximal effect; on the % scale 0 is the no-effect control and ±100 the full control effect; nearly all actives have a fitted effect of over 55% in size
Target sequence (P43220 whole entry, looked up): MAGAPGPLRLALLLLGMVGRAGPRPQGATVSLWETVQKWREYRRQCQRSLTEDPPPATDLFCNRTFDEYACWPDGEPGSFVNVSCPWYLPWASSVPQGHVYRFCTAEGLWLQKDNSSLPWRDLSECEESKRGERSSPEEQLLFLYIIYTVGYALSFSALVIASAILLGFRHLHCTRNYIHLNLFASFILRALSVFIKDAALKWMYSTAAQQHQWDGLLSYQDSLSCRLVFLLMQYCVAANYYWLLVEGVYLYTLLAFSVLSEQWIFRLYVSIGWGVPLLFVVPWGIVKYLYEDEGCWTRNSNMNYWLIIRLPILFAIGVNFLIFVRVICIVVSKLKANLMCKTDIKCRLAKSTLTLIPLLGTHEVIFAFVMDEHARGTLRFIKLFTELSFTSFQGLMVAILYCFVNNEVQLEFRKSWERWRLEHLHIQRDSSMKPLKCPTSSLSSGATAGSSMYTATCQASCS
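Cells are plated, allowed 12 hours at 37 deg C, then treated with compounds for 24 hr before luciferase detection reagent is added and luminescence is read after 12 min at room temperature. The HEK293 line carries constitutively active GLP-1R with a cAMP-responsive reporter.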
TDP-43 yeast inh: rescues yeast growth from TDP-43 toxicity | TDP-43 expressing yeast growth rescue, BacTiter-Glo, 24 h | Potency, µM (doses to about 46.1 µM), without a hit: at the highest dose growth rescue (activation), most hits filed as activators | actives 1.8% (n = 410,000); further: potency means the concentration at half of the fitted maximal effect; % of control where 0% means no effect; nearly all actives have a fitted effect of over 50% in size
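Galactose-induced TDP-43 yeast, OD600=0.02, compound pinned; 24 hr, 30 deg C; BacTiter-Glo luminescence for growth. Inhibitors of TDP-43 toxicity read as activators.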
The depositor's hits bear a star; i = inactive; ? = inconclusive; / = no result given; [ ] = dose if it differs, or a comment. Unless noted, the call rests on the fitted dose curve; in most records, active means well fitted curve in the direction sought with a large enough effect; inconclusive means small, poorly fitted or top-dose-only effect, or another doubt; inactive means no such curve, though single readings can be large; an effect the other way counts as inactive or inconclusive.

SMILES	aSyn rescue	FUS yeast rescue	GLP1R cytotox	Akt phos inh	Abeta rescue	PTHR1 ag	Mm-Cpn inhibitor	GLP-1R inv ag	TDP-43 yeast inh
N[C@@H](Cc1ccccc1)c1nnc2sc(SCc3ccccc3)nn12	-8%	12%	-6%	i	11%	-22%	-1%	-7%	12%
CC(C)NC(=O)c1ccccc1S(=O)c1ccccc1C#N (stereo unspecified)	-2%	-14%	-6%	i	2%	i	3%	-11%	2%
CC1CN(c2cnn(C(C)C)c(=O)c2Cl)CC(C)O1 (stereo unspecified)	-10%	-32%	0%	i	-10%	-3%	-1%	12%	-10%
O=C(CN1C(=O)c2cccc3cccc1c23)N1CCN(c2cccc(Cl)c2)CC1	9%	-27%	-12%	i	25%	i	0%	4%	12%
O=C(Nc1ccc(Cl)c(Cl)c1)Nc1cc(S(=O)(=O)N2CCOCC2)ccc1N1CCCC1	-3%	?	-10%	i	11%	-12%	-7%	?	3%
O=C(Nc1ccc(Cl)cc1)c1cncs1	-1%	8%	2%	i	-2%	i	0%	17%	?
CCOc1ccccc1NC(=O)C1CCN(S(=O)(=O)c2ccc3c(c2)CC(C)N3C(C)=O)CC1 (stereo unspecified)	/	-9%	2%	/	-6%	-15%	/	13%	6%
CCOc1ccc(Nc2ncnc3onc(-c4ccc(Cl)cc4)c23)cc1	/	-3%	-3%	/	5%	-10%	/	2%	22µM*
CCCCSCc1nc2nc(Cl)c(Cl)nc2[nH]1	-17%	-19%	?	i	-78%[inhibitor]	-19%	/	?	-91%[inhibitor]
O=C(NCC1CCCO1)/C(=C\c1ccccc1F)NC(=O)c1ccccc1 (stereo unspecified)	2%	11%	6%	i	-13%	i	0%	8%	20%
O=C(COc1ccc(Cl)cc1)N1CCN(C(=O)c2ccccc2F)CC1	5%	-14%	-12%	i	11%	-13%	2%	?	?
COc1cc(/C=N/NC(=O)c2cccc(NC(=O)c3ccccc3)c2)ccc1O	-17%	-23%	-7%	i	-13%	-9%	0%	-10%	-8%
O=C(OCCCCOC(=O)c1ccccc1)c1ccccc1	11%	23%	-2%	i	-16%	18%	1%	?	-15%
Cc1ccc(C(=O)NCC(=O)OC(C)C(=O)NC2CCCc3ccccc32)cc1 (stereo unspecified)	1%	-7%	-2%	i	15%	-53%[inhibitor]	-1%	16%	-2%
Cc1ccc(C)c(S(=O)(=O)Nc2cc3c4c(c2)CCC(=O)N4CCC3)c1	0%	20%	1%	i	-11%	i	-2%	29%	-10%
CCN(CC)C(=O)c1sc2c(c1C)c(=O)n(-c1ccc(C)c(C)c1)c(=O)n2CC(=O)NCC1CCCO1 (stereo unspecified)	-3%	13%	3%	i	-12%	9%	0%	-14%	15%
Cc1ccc(CN(C(=O)COc2ccc(Cl)c(C)c2)c2ccccn2)o1	/	25%	-8%	/	-15%	i	/	?	21%
COc1cccc(C(=O)Nc2ccc(NC(=O)C3CC=CCC3C(=O)O)cc2)c1 (stereo unspecified)	1%	18%	-2%	i	-2%	i	-1%	0%	-16%
Cc1ccc(NC(=O)Cn2c(=O)n(Cc3nc(-c4ccccc4)no3)c(=O)c3cc4c(cc32)OCO4)cc1F	/	-3%	30%	/	1%	i	/	14%	1%
CSc1nsc(SC)c1C(=O)N1CCN(S(=O)(=O)c2ccc(C)cc2)C1C(C)C (stereo unspecified)	1%	20%	-12%	i	2%	-1%	-1%	?	?
CC1(C)CC(=O)C=C(c2ccc(F)cc2OCc2ccccc2)C1	3%	22%	2%	i	3%	i	4%	?	18%
COc1ccc(-c2nc(=S)c3c(n2Cc2cccnc2)CC(C)(C)OC3)cc1	0%	15%	?	i	-2%	i	-1%	4%	-4%
Cc1cccc(NC(=O)c2ccc(-n3c(C)nnc3C)cc2)c1	/	2%	-1%	/	3%	i	/	11%	21%
Cc1ccc(C)c(Nc2nnc(-c3ccc(C)c(S(=O)(=O)N4CCN(C)CC4)c3)c3ccccc23)c1	/	-2%	-7%	/	9%	i	/	-2%	3%
COc1ccccc1NC(=O)COC(=O)c1ccc2ccccc2n1	2%	/	3%	i	2%	9%	-3%	23%	-3%
Cc1ccc(C(=O)NCCCNC(=O)c2ccco2)cn1	-6%	1%	0%	i	-5%	i	1%	5%	-2%
O=C1c2ccccc2S(=O)(=O)c2cc(C(=O)N3CCC(N4CCCC4)CC3)ccc21	-2%	16%	9%	i	2%	i	/	22%	6%
COc1cccc(C2c3c(oc4ccccc4c3=O)C(=O)N2CCCN2CCOCC2)c1 (stereo unspecified)	2%	2%	-11%	i	1%	-2%	-2%	7%	12%
S=c1[nH]nc(-c2cccnc2)n1/N=C/C=C/c1ccco1	0%	/	2%	i	10%	i	-16%	7%	14%
O=C(NC1CCCCCC1)c1ccc(OCC2CCCO2)cc1 (stereo unspecified)	8%	3%	-21%	i	-16%	i	-1%	?	-2%

In another format: entries from further up
Cc1cccc(NC(=O)c2ccc(-n3c(C)nnc3C)cc2)c1
  aSyn rescue: / | FUS yeast rescue: 2% | GLP1R cytotox: -1% | Akt phos inh: / | Abeta rescue: 3% | PTHR1 ag: i | Mm-Cpn inhibitor: / | GLP-1R inv ag: 11% | TDP-43 yeast inh: 21%
Cc1ccc(C)c(Nc2nnc(-c3ccc(C)c(S(=O)(=O)N4CCN(C)CC4)c3)c3ccccc23)c1
  aSyn rescue: / | FUS yeast rescue: -2% | GLP1R cytotox: -7% | Akt phos inh: / | Abeta rescue: 9% | PTHR1 ag: i | Mm-Cpn inhibitor: / | GLP-1R inv ag: -2% | TDP-43 yeast inh: 3%

Remaining list, next part:
SMILES	aSyn rescue	FUS yeast rescue	GLP1R cytotox	Akt phos inh	Abeta rescue	PTHR1 ag	Mm-Cpn inhibitor	GLP-1R inv ag	TDP-43 yeast inh
Cc1ccnc(NC(=O)CCC(=O)N(CC(=O)NCc2ccccc2)Cc2cccs2)c1	1%	15%	-10%	i	-4%	-15%	-4%	5%	13%
COc1ccccc1N1CCN(S(=O)(=O)c2c(C)[nH]c(C)c2C(=O)N2CCCC2)CC1	18%	1%	-7%	i	11%	i	-1%	5%	-7%
COc1ccc(/C=N/NC(=O)c2ccc(C)nc2)cc1O	0%	0%	14%	i	-3%	-16%	-1%	5%	9%
CS/C(N)=N/N=C/c1c(O)ccc2ccccc12	-19%	7%	?	i	-23%	-43%[inhibitor]	-3%	?	19%
CN(C)C(=O)c1ccc(NC(=O)c2cccc(-n3cnnn3)c2)cc1	5%	-31%	2%	i	4%	-7%	/	-1%	9%
COc1ccc(Cl)cc1NS(=O)(=O)N1CCOCC1	-7%	0%	0%	i	-4%	-17%	0%	2%	3%
Cc1cccc(NC(=O)CN(c2ccc(C(C)C)cc2)S(=O)(=O)c2c(C)nn(C)c2C)c1C	/	-17%	0%	/	-6%	-9%	/	-5%	10%
COCCNC(=O)CN(C(=O)Cn1nnc2ccccc21)c1ccc(C)c(F)c1	8%	11%	16%	i	6%	-23%[57.5 µM]	0%	0%	2%
CN(C(=O)COC(=O)c1cc([N+](=O)[O-])ccc1Cl)c1ccccc1	1%	18%	17%	i	-6%	i	0%	7%	0%
Cc1ccc(SC[C@H](C)CN2CCC(NC(=O)OCc3ccccc3)CCC2=O)cc1 (stereo partly specified)	25µM*	?	8%	i	-1%	-91%[inhibitor]	/	?	?
Cc1ccccc1Nc1nc(N)nc(CN2CCN(C(=O)c3ccccc3)CC2)n1	1%	-2%	5%	i	-2%	-4%	-2%	17%	-14%
CCCCn1c(N)c(N(CCC(C)C)C(=O)CCN2C(=O)C3CC=CCC3C2=O)c(=O)[nH]c1=O (stereo unspecified)	-12%	25%	-6%	i	-6%	i	-2%	21%	-24%
C1=C(CCNc2nnnn2-c2ccccc2)CCCC1	7%	-5%	10%	i	-16%	-21%	-1%	?	?
Cc1nc(SCC(=O)c2ccc(F)c(F)c2)[nH]c(=O)c1Oc1ccc(Cl)cc1	9%	18%	-7%	i	12%	i	1%	-23%	10%
Cc1csc(Sc2nc3c(c(=O)[nH]c(=O)n3C)n2Cc2ccccc2Cl)n1	0%	14%	-19%	i	-18%	-23%[57.5 µM]	2%	0%	-7%
COc1ccc(-c2noc(CSc3nc(-c4ccccc4)cc(=O)[nH]3)n2)cc1OC	-3%	-9%	-13%	/	6%	i	-1%	72%[activator]	-21%
N#Cc1cccc(C(=O)C(=O)N2CCC(Cc3ccccc3)CC2)c1	6%	19%	-2%	i	-9%	-46%[inhibitor]	/	2%	15%
Cc1ccc(CCc2nnc(SCC(=O)Nc3cccc(Cl)c3)n2-c2ccccc2)o1	13%	25%	-25%	i	4%	-1%	0%	-10%	10%
O=C(CCC(=O)Nc1ccccc1)NNC(=O)c1cccs1	3%	-11%	4%	i	2%	i	1%	1%	-11%
CC(NC(=O)c1cn(C(C)c2ccccc2F)nn1)c1ccncc1 (stereo unspecified)	-12%	-12%	6%	i	0%	12%	0%	1%	11%
CC(C)c1c(C(=O)N/N=C/c2ccncc2)nnn1-c1nonc1N	-3%	-8%	-7%	i	-19%	-7%	0%	2%	7%
Cc1c(NC(=O)c2nn(CC(C)C)c(=O)c3ccccc23)c(=O)n(-c2ccccc2)n1C	-5%	22%	-3%	i	5%	i	-3%	3%	13%
Cc1ccccc1N(Cc1nnc2n1CCCCC2)C(=O)Nc1ccccc1	-8%	-1%	14%	i	-12%	i	0%	13%	1%
O=C(Cc1ccc(Cl)cc1)NC1CC1	2%	-2%	4%	i	-1%	i	4%	-4%	-13%

Compound activity as filed in PubChem.

A portion of the library; count on the stated rates, not on these rows.
